ST2 inh: inhibitors of human ST2 (IL1RL1) binding to IL-33; inhibition, % for hits at 17 µM; 78,000 tested, 2.3% active; AlphaLISA ST2-Fc/biotin-IL-33 interaction, 1 h; Q01638; in the data active = inhibition above about 30%; inconclusive = mostly about 10% to 28%
Target sequence (Q01638 whole entry, looked up): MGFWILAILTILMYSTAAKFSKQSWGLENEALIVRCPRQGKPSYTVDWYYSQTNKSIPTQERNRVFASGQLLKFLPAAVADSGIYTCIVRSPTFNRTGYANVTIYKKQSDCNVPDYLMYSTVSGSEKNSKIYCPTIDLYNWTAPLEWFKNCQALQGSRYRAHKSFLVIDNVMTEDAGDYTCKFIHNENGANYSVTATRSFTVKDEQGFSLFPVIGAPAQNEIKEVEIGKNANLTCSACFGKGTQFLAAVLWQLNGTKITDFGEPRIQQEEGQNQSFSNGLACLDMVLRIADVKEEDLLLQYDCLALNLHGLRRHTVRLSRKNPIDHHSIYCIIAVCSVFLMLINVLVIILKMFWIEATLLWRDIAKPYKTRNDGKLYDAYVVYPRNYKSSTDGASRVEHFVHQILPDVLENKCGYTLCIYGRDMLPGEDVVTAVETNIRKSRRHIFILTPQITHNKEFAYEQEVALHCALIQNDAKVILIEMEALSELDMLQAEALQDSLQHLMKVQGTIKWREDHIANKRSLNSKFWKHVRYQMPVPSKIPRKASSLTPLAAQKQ
Active calls of the source: *; i = inactive; ? = inconclusive. A portion of the library. The share of hits here may be higher or lower than overall.

SMILES	ST2 inh
O=C1CCc2cc(S(=O)(=O)NCc3ccc(F)cc3)ccc2N1	i
Cc1cccc(C2=N/C(=C\c3cc(Br)ccc3F)C(=O)O2)c1	?
COc1ccccc1N1CCN(S(=O)(=O)c2cccc3nonc23)CC1	i
CSc1ccccc1NC(=O)CCC(=O)N1C[C@H](O)[C@@H](N2CCCCC2)C1	i
CN(C)N1C(=O)CC(n2cnc3ccccc32)C1=O (stereo not given)	i
CC1CCN(S(=O)(=O)c2ccc3c(c2)N(CC(=O)NC2CCCC2)C(=O)CS3)CC1	i
O=C1C(Cc2ccccc2)N=C2c3ccccc3N=C(SCc3cc(=O)n4ccccc4n3)N12 (stereo not given)	?
O=C(NCc1ccccc1)C(O)c1ccccc1 (stereo not given)	i
Cc1nnc(NC(=O)NCc2ccccc2-n2cncn2)s1	i
CC(C)OC(=O)CC(=O)CSc1nc2c(c(-c3cccs3)c1C#N)CCCC2	?
CCCOC(=O)C1=C(C)NC2=C(C(=O)C(C(=O)OC)C(C)C2)C1c1ccc(O)c(OC)c1 (stereo not given)	i
CC1=C(C(=O)OC2CCCCC2)C(c2ccc(C)cc2)n2nnnc2N1 (stereo not given)	i
Cc1c(C(=O)NCc2cccnc2)oc2ccc(S(=O)(=O)N3CCC(C)CC3)cc12	i
CCCC(=O)NC(c1cccs1)c1ccc2cccnc2c1O (stereo not given)	?
COc1ccc(N(C)C(=O)CS(=O)(=O)c2cccc3nsnc23)c(OC)c1	i
NC(=O)/C(=C/c1ccc2c(c1)OCO2)NC(=O)c1ccccc1Br	?
CCc1c(C)c(C#N)c2nc3ccccc3n2c1Nc1ccncc1	i
Cc1nc(SCC(=O)NCc2ccc(F)cc2)c2c(=O)n(C)c(=O)n(C)c2n1	i
O=C(NCCC1=CCCCC1)c1ccc(CSc2ncn[nH]2)o1	i
COc1ccc(C(=O)N2CCC(C(=O)NC3CCCCC3)CC2)cc1	i
Clc1ccc(-c2nc3ccccc3c3nncn23)c(Cl)c1	i
O=C1Nc2ccc(C(=O)O)c3c(C(=O)O)ccc1c23	i
CC(C)Cc1ncc2c(n1)CN(C(=O)c1ccccc1-n1cccn1)C2	i
O=C(Cc1noc2ccccc12)NCc1ccccc1-n1ccnc1	?
Cc1ccc(NC(=O)CCc2c(C)nc3c(-c4ccc(F)cc4)c(C)nn3c2C)cc1F	i

4 entries from above, set out differently.
| SMILES | ST2 inh |
| --- | --- |
| COc1ccccc1N1CCN(S(=O)(=O)c2cccc3nonc23)CC1 | i |
| CSc1ccccc1NC(=O)CCC(=O)N1C[C@H](O)[C@@H](N2CCCCC2)C1 | i |
| CN(C)N1C(=O)CC(n2cnc3ccccc32)C1=O (stereo not given) | i |
| CC1CCN(S(=O)(=O)c2ccc3c(c2)N(CC(=O)NC2CCCC2)C(=O)CS3)CC1 | i |

By substructure: the entries above containing a cyano group.
SMILES	ST2 inh
CC(C)OC(=O)CC(=O)CSc1nc2c(c(-c3cccs3)c1C#N)CCCC2	?
CCc1c(C)c(C#N)c2nc3ccccc3n2c1Nc1ccncc1	i

Following part.
SMILES	ST2 inh
COC(=O)C1=C(C)NC2=C(C(=O)CC(C)(C)C2)C1c1coc2ccccc2c1=O (stereo not given)	i
CN(C(=O)CCN1Cc2ccccc2C1=O)C1CCCN(CCc2ccccc2)C1 (stereo not given)	?
C=CCc1ccccc1OCC(O)Cn1c(C)nc2ccccc21 (stereo not given)	i
COc1ccc(Sc2cccs2)cc1	i
COc1ccc(F)c(CN2CCC(NS(C)(=O)=O)CC2)c1Cl	?
Cc1nc2ccc(N(C)C)cc2s1	33.0%*
Cc1cc(NS(=O)(=O)c2ccc(NC(=O)c3ccc(C(C)(C)C)cc3)cc2)no1	i
COC(C)(C)Cn1ccnc1-c1cnc(-c2ccccn2)nc1	?
CCCN(CCC)C(=O)C1CCC(CNS(=O)(=O)c2cccc3nsnc23)CC1 (stereo not given)	i
O=c1c(CN2CCN(c3ccccn3)CC2)coc2ccccc12	i
COc1ccc(Nc2cc(C)nc(Nc3ccc(NC(=O)c4cccc(F)c4)cc3)n2)cc1	?
C#CCN(Cc1ccc(F)cc1)C(=O)C1CCCN(C(=O)N(C)C)C1 (stereo not given)	?
COc1ccc(Cl)cc1NC(=O)CCC1CCCN(Cc2ccc(C)s2)C1 (stereo not given)	?
CC(C)NC(=O)CSc1nc(-c2cccc(Cl)c2)nc2cc(=O)[nH]n12	96.0%*
CSc1ccccc1OCc1cc(C(=O)N2CCc3sccc3C2)no1	i
O=[N+]([O-])c1cccc(S(=O)(=O)NCc2nc3cccnc3n2Cc2ccccc2)c1	?
COc1ccc(NC(=O)N2CCC3(CCCNC3)C2)c(C)c1 (stereo not given)	?
O=c1cc(CCn2cccn2)nc(-c2ccc(CN3CCNCC3)cc2)[nH]1	?
O=C(Nc1ccc(Cl)c(Cl)c1)c1cnn2c(C(F)(F)F)cc(-c3ccco3)nc12	i
Cc1ccnc(NS(=O)(=O)c2ccc(NC(=O)CSc3nc4ccccc4[nH]3)cc2)n1	i
OCCC1CN(Cc2cc3ccccc3o2)CCN1CCc1ccccc1 (stereo not given)	i
COc1ccc(OCCCC(=O)Nc2nc3ccc(S(C)(=O)=O)cc3s2)cc1	i
Cc1ccc(C(=O)Nc2cc3c(ccc4ccccc43)oc2=O)cc1	i
CCOc1ccc(NC2=CC(=NS(=O)(=O)c3ccccc3)c3ccccc3C2=O)cc1	77.0%*
CCOC(=O)CSc1nc2c(c(=O)[nH]c(=O)n2C)n1C(C)C	i
SMILES	ST2 inh
C=CCN(Cc1ccccn1)Cc1cn[nH]c1-c1ccc(F)cc1	?
COc1ccc(C2(CNC(=O)Cc3ccccc3)CCCCC2)cc1OC	i
O=C(CNS(=O)(=O)c1cccs1)Nc1ccc(Cl)cc1	?
COc1ccc(OCc2nc(C#N)c(NCc3ccco3)o2)cc1	?
CC1=C(C(=O)Nc2ccccc2)C(c2cccc(O)c2)n2nc(SCc3ccccc3)nc2N1 (stereo not given)	?
NC(=O)C1CCN(C(=O)COc2ccc(Br)cc2Cl)CC1	?
Cc1ccc(S(=O)(=O)N2CCC(C(=O)N3CCCC(C(F)(F)F)C3)CC2)cc1 (stereo not given)	?
CC12C[C@H]3C[C@@H](C1)CC(NC(=O)c1ccc(Cl)cc1Cl)(C3)C2	i
CCN(CC)CCNC(=O)c1cc2c(=O)oc3ccccc3c2s1	i
Nc1ccc(C(=O)c2ccccc2)cc1[N+](=O)[O-]	?
O=[N+]([O-])c1cccc(C2NCCc3c2[nH]c2ccccc32)c1 (stereo not given)	i
CC(C)c1cc(C(=O)N2CCC(O)(CO)CC2)cs1	?
Cc1ccc(N2C(=O)C3N=NN(CC(=O)Nc4cc(F)ccc4F)C3C2=O)cc1 (stereo not given)	i
Cn1cc(S(=O)(=O)CC(=O)Nc2ccc(Br)cc2)c2ccccc21	i
COC(=O)c1ccc(-c2nc(CN(C)C(C)c3ccon3)c(C)o2)cc1 (stereo not given)	i
Cc1ccc(C(=O)NCc2ccc(F)cc2)c(Cl)c1	i
Cc1ccsc1[C@@H]1CCN(C(=O)c2nc3c(s2)CCCC3)C[C@H]1O	?
Cc1cc(I)ccc1NC(=O)c1ccccc1[N+](=O)[O-]	i
COc1cc(C(O)C2COC(c3ccc(OC4OC(CO)C(O)C(O)C4O)c(OC)c3)C2CO)ccc1O (stereo not given)	i
CCCCNc1c(NC(C)=O)c(=O)oc2ccccc12	i
O=C1Nc2ccc(Br)cc2C(O)(C(=O)NC2CC2)N1c1ccccc1 (stereo not given)	i
CCn1cc(CNC(=O)[C@H]2C[C@@](C)(C(=O)OC)N(C)[C@H]2c2ccccc2C)cn1	i
Cc1ccc(-c2cc(N3CCN(S(=O)(=O)c4ccccc4)CC3)ncn2)cc1	?
O=C(Nc1ccc([N+](=O)[O-])cc1)c1cccc(S(=O)(=O)N2CCCCC2)c1	i
CSc1cccc(-n2cc(-c3ccc4c(c3)OCO4)[nH]c2=O)c1	?
SMILES	ST2 inh
COc1ccc(-n2c(=O)[nH]cc(C(=O)Nc3cc(OC)ccc3OC)c2=O)cc1	i
COC(=O)CCC(=O)Nc1sc2c(c1C(=O)OC)CCCC2	?
CN(C)S(=O)(=O)c1ccc(C(=O)NCCSc2c(-c3ccccc3)[nH]c3ccccc23)cc1	?
CN(CCNC(=O)C1CCN(c2ccc(-c3cccs3)nn2)CC1)C1CCCCC1	i
O=C(Nc1ccccc1C1CC1)c1cccs1	?
Cc1ccc(C(=O)Nc2ccc3c(c2)nc(C)n3Cc2ccccc2)cc1	i
Cc1cc(C)nc(SCC2COc3ccccc3O2)n1 (stereo not given)	i
Cc1ccc(OCC(=O)N2CCN(c3ccccc3)CC2)cc1	i
CO/N=C(/C(=O)N[C@@H]1C(=O)N2C(C(=O)O)=C(COC(C)=O)CS[C@H]12)c1csc(N)n1	i
CC(=O)C1=C(C)OC(N)=C(C#N)C1c1ccc([N+](=O)[O-])cc1 (stereo not given)	?
O=C(Nc1ccc(Br)cc1F)C1CCCN(S(=O)(=O)c2cnc[nH]2)C1 (stereo not given)	i
CCCCc1nc2sc3c(N4CCOCC4)ncnc3c2c2c1COC(C)(C)C2	i
Cc1c(Cl)cccc1NC(=O)CN1N=NC2C(=O)N(c3ccc(Cl)cc3)C(=O)C21 (stereo not given)	i
Cc1ccc(COc2ccc3oc(C)c(C(=O)OC(C)C)c3c2)cc1	i
CCC(=O)N1CCc2cc(S(=O)(=O)NC(C(=O)NCc3ccco3)C(C)C)ccc21 (stereo not given)	i
O=C(c1cn(CCc2ccccc2)nn1)N1CCCC1c1nc2ccc(F)cc2[nH]1 (stereo not given)	i
COc1cc(C)nc(N(C)S(=O)(=O)c2ccccc2)n1	?
O=[N+]([O-])c1ccc(C(O)CSc2ncnc3nc[nH]c23)cc1 (stereo not given)	i
Cc1nc(SCC(=O)N2CCCC2c2ccccn2)n[nH]1 (stereo not given)	i
COc1ccc(NC(=O)c2c(F)cccc2F)c([N+](=O)[O-])c1	i
O=C(O)CCC(=O)Nc1c(-c2ccccc2)nc2ccccn12	i
COc1ccccc1-c1coc2cc(OC(=O)C(C)(C)C)ccc2c1=O	i
CCc1ccc(NC(=O)Cn2c(=O)n(-c3ccccc3)c(=O)c3sccc32)cc1	i
COc1ccc(Cl)cc1NC(=O)c1cc(CC(C)C)on1	?
Cc1nc(NCCc2ccccc2Cl)c2c(C)c(C)sc2n1	i

The list goes on; the last 6 above are carried over.
SMILES	ST2 inh
COc1ccc(NC(=O)c2c(F)cccc2F)c([N+](=O)[O-])c1	i
O=C(O)CCC(=O)Nc1c(-c2ccccc2)nc2ccccn12	i
COc1ccccc1-c1coc2cc(OC(=O)C(C)(C)C)ccc2c1=O	i
CCc1ccc(NC(=O)Cn2c(=O)n(-c3ccccc3)c(=O)c3sccc32)cc1	i
COc1ccc(Cl)cc1NC(=O)c1cc(CC(C)C)on1	?
Cc1nc(NCCc2ccccc2Cl)c2c(C)c(C)sc2n1	i
CSc1ccc(S(=O)(=O)N2CCN(C/C=C/c3ccccc3)CC2)cc1	?
Cc1ccc(C)c(NC(=O)c2ccc(Cl)c(Cl)c2)c1	?
Cc1cc(C)cc(-n2cc3c(c2-c2ccccc2)c(=O)n(C)c(=O)n3C)c1	i
O=C(Cc1c(C(=O)O)[nH]c2ccccc12)NCc1cccnc1	i
Fc1ccc(/C=C/CN2CCCC(Nc3ccccc3)C2)cc1 (stereo not given)	i
COc1ccccc1C(=O)Nc1nc2ccc(C)cc2s1	?
CCCC1COCCN1Cc1ncc[nH]1 (stereo not given)	?
CCC(=O)N1CCc2cc(Br)cc(S(=O)(=O)NC(C)C)c21	i
CC1=NN(c2cccc(Br)c2)C(=O)/C1=C\c1ccc(N(C)C)cc1	i
O=C(/C=C/c1ccc2c(c1)OCO2)NCCc1ccccc1	?
Cn1c(CC(=O)NCCO)c(Sc2ccccc2)c2ccccc21	i
Cn1c(=O)[nH]c(=O)c2c1nc(CN1CCOCC1)n2CCN1CCOCC1	i
O=C(Nc1ccc(=O)n2c1[C@@H]1C[C@@H](CN(C(=O)Nc3ccc(F)cc3)C1)C2)c1ccccc1	i
OC(COc1ccccc1)Cn1ccnc1 (stereo not given)	i
CC(C)=C1C2C=CC1[C@@H]1C(=O)N(c3ccc(F)cc3)C(=O)[C@H]21	i
COc1cccc(C2CC(c3cccs3)=NN2C(=O)CSC2CCCCC2)c1OC (stereo not given)	44.0%*
CN1CCN(C(=O)CCC2CCCN(Cc3ccc(OC4CCCC4)cc3)C2)CC1 (stereo not given)	i
CS(=O)(=O)c1nc(-c2ccc(Cl)cc2)cc(C(F)(F)F)n1	i
CC(=O)O[C@@]1(C)C[C@@H](O)[C@]2(O)C=CO[C@@H](O[C@@H]3O[C@H](CO)[C@@H](O)[C@H](O)[C@H]3O)[C@@H]21	?
Cc1ccc(C(=O)CSCC(=O)Nc2ccccc2)s1	i
Cn1c(=O)n(C)c2cc(CNc3nccc(CCC(F)(F)F)n3)ccc21	?
COC(=O)c1ccc(Oc2nc(SC)nc(N(C)C)n2)cc1	i
COc1ccccc1CN(C(=O)Cc1ccc(O)c(Cl)c1)C1CC1	i
COc1ccc(/C=C2\SC(c3ccc(C)cc3)=NC2=O)cc1OC	30.0%*
CC(Cc1cnccn1)n1ccnc1-c1nccn1C (stereo not given)	i
SMILES	ST2 inh
COc1ccc(NCC(O)Cn2c(C)c(C)c3ccccc32)cc1 (stereo not given)	32.0%*
COc1ccc(Cl)cc1NC(=O)c1cc(C)on1	i
CCc1cc2c(=O)c(-c3nc(C)cs3)c(N)oc2c(CN2CCCCC2)c1O	i
Cc1ccc(NC(=O)c2ccc([N+](=O)[O-])cc2Cl)cc1Cl	?
COc1ccc(OC)c(/C=C2\C(=O)N(c3ccccc3)N=C2C)c1	?
CN(C)S(=O)(=O)N1CCc2c(nc(-c3ccncc3)[nH]c2=O)C1	i

Screening data: PubChem, IUPUI and University of Michigan
